KLK7 zymogen act: proKLK7 (human) activation, primary screen | P49862 | AID 652039 | purified proKLK7, EDANS-DABCYL substrate fluorescence; 100% is mature enzyme control, 0% vehicle | activation, % at 7 µM | 370,000 tested, 0.9% active;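 active = activation above the mean of all tested compounds plus 3 SD, computed per campaign excluding outliers beyond control limits, cut at about 13% in these data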
Target sequence (P49862 whole entry, looked up): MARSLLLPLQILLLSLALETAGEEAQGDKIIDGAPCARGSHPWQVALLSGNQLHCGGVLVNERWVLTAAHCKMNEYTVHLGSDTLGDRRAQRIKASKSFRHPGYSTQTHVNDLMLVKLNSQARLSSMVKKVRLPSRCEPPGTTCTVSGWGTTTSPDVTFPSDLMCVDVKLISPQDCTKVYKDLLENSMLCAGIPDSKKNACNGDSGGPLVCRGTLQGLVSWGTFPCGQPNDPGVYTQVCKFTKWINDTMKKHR
sPLA2-III inh: Blocks human group III sPLA2 activity. 370,000 tested, 0.56% active. QFRET BODIPY PC-A2 liposome hydrolysis, fluorescence. inhibition, % at 12.2 µM. Q9NZ20;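 active = inhibition above mean plus 3 SD of compounds lying within the high and low control bounds, cut at about 19% in these data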;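 also: 0% = median of test compound wells and 100% = no enzyme DMSO wells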
DDE Tn7 FP inh: inhibitors of Tn7 peptide binding to human fibrin DD(E); P02675; FP displacement of FITC-Tn7 peptide from fibrin DD(E); 0% = median of compound wells per plate; inhibition, % at 8.3 µM; 370,000 tested, 0.13% active; AID 720508;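 active = inhibition above the mean of compounds falling within the control limits plus 3 SD of them, cut at about 14% in these data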;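 also: 0% = plate median of compound wells and 100% = 10 µM Aha-Tn7 peptide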
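Assay system: human fibrin DD(E). Input: DD(E) 2 µM final. Medium: Tris buffer with calcium and detergent, pH 7.8. Compound dosing: single point at 8.3 µM. Timing: 10 min plus 3 h, room temperature. Technique: fluorescence polarization of the labelled Tn7 tracer. Read-out: percent inhibition. Replicates: singlicate testing.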
UHRF1 binding: UHRF1 methyl-DNA binding inhibition | AID 687016 | 370,000 tested, 0.75% active | Q96T88 | inhibition, % at 4.4 µM | UHRF1 binding to methylated oligo, TR-FRET; in the data active = inhibition above about 21%;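 also: UHRF1 SRA domain binding a hemimethylated CpG hairpin DNA probe; 0% = median of test compound wells and 100% = reference inhibitor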
ASAP1 GAP inh: blocks human ASAP1-stimulated Arf1 GTP hydrolysis. GDP FP detection. inhibition, % at 16.5 µM. 360,000 tested, 0.19% active. AID 624377; in the data active = inhibition above about 25%;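 also: 0% = vehicle with enzyme and substrate and 100% = no enzyme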
Target sequence (Q9ULH1 325-724 limits assumed): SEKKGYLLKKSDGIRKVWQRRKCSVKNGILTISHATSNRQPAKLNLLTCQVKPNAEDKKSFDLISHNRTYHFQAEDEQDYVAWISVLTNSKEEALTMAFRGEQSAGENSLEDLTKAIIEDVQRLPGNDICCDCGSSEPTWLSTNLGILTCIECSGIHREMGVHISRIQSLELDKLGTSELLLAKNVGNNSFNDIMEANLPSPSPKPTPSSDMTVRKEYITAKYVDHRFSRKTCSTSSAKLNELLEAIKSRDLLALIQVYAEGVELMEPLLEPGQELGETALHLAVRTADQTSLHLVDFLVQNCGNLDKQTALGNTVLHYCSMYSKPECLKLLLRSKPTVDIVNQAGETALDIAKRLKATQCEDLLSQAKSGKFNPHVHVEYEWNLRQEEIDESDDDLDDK
Rev-erbA mod: Rev-erb alpha (human) modulation; P20393; Rev-erbα–FITC-DNA binding, fluorescence polarization, 90 min; activity, % at 10 µM; 370,000 tested, 0.79% active; AID 1259318;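 active = activity above about 14%, limit read from the data; passing the limit was not always enough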;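 also: 0% = DMSO wells with 35 nM protein and 100% = DMSO wells with 750 nM protein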
PLC-gamma1 inh: blocks human PLC-gamma1 enzyme activity | 370,000 tested, 0.84% active | P19174 | AID 720700 | purified PLC-gamma1, fluorogenic substrate, fluorescence | inhibition, % at 12.2 µM; in the data active = inhibition above about 9.5%
PLCb3 inh: inhibitors of human phospholipase C beta3; Q01970; Purified PLC-beta3, fluorogenic substrate, fluorescence; inhibition, % at 12.2 µM; 370,000 tested, 0.18% active; in the data active = inhibition above about 11%;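 also: 0% = median of compound wells on plate and 100% = full blocker control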
ARFGAP1 inhibitor: inhibitors of rat ARFGAP1. AID 651572. Q62848. 360,000 tested, 0.26% active. Arfgap1-stimulated ARF1 GTP hydrolysis, GDP FP detection. inhibition, % at 16.5 µM;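 active = inhibition above a per-plate limit, mean inhibition of low control wells plus 3 SD, cut at about 25% in these data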;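 also: 0% = DMSO wells with enzyme and 100% = wells lacking Arfgap1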
Target sequence (Q62848 1-136 limits assumed): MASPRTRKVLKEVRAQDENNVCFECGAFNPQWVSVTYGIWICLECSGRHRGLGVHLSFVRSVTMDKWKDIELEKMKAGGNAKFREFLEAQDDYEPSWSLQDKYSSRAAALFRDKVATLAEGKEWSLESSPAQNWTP
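Material – truncated rat Arfgap1 GAP domain · Buffer or medium – HEPES-based buffer, pH 7.5 · Reagent – human ARF1(Δ1-17)-GTP substrate · Dosing – 16.5 µM single point, 1.26% DMSO · Schedule – GTP hydrolysis reaction 2 h at 25 °C · Technique – GDP detection by fluorescence polarization · Benchmarks – No-Arfgap1 wells (100%) versus DMSO full-reaction wells (0%) · Repeats – single replicate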
DDE Tn6 FP inh: DD(E)-Tn6 binding inhibition, primary FP screen | inhibition, % at 8.3 µM | Fibrin DD(E) TRITC-Tn6 fluorescence polarization displacement | P02675 | 370,000 tested, 0.21% active;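 active = inhibition above a per-campaign cutoff: mean of compounds within control limits plus 3 SD, cut at about 15% in these data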;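 also: 0% = median of all compound wells on the plate and 100% = blocking peptide control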
Active calls of the source: *; i = inactive; . = not tested or not shown.

SMILES	KLK7 zymogen act	sPLA2-III inh	DDE Tn7 FP inh	UHRF1 binding	ASAP1 GAP inh	Rev-erbA mod	PLC-gamma1 inh	PLCb3 inh	ARFGAP1 inhibitor	DDE Tn6 FP inh
COc1ccc(/C=C2\N=C(c3ccccc3)N(c3ccc(C(=O)O)cc3)C2=O)cc1OC	-0.5	6	0	0	7	-1	-14	-27	9	-10
CCOC(=O)/C(C#N)=C/c1ccc(OCC(=O)Nc2ccc(C)c(C)c2)c(OC)c1	0.6	-8	-8	0	-4	3	-1	1	5	4
Cc1ccc(C)c(NC(=O)CN(C)C(=O)Cc2ccccc2)c1	0.2	5	3	-1	-13	-1	1	-1	-1	-2
O=C(COC(=O)CNC(=O)c1ccco1)NCc1ccc(F)cc1	0.6	0	-3	-3	9	-3	-24	-4	8	4
COc1ccccc1-c1nnc(Sc2nc([N+](=O)[O-])nn2C)o1	-0.1	-6	-2	0	8	2	-1	-1	-4	0
CCCCCCCCN1C(=O)[C@@H](CC(=O)N2CCCC2)C[C@@]2(C(=O)OC)C1=C[C@H](C(C)C)O[C@@H]2C1CC1	0.2	-3	3	1	.	-1	-1	4	.	-3
C/C(=N\N)c1c(-c2ccccc2)c2cc(C)ccc2[nH]c1=O	0.7	-8	-3	0	6	0	-2	-11	-5	2
N#CC(Cc1cccs1)c1nc2ccccc2[nH]1 (stereo unspecified)	-0.4	-6	-2	0	-7	3	-78	-84	8	-4
O=C1CC(=C(c2ccccc2)c2ccccc2)C(=O)N1CCCCN1CCN(c2ccccc2)CC1	0.0	-20	-3	6	8	-3	4	3	-3	2
COc1ccc(C(=O)COC(=O)c2cccnc2SC)cc1	0.3	0	-2	0	9	2	0	0	-1	0
Cc1nc2sc(-c3ccccc3)cc2c(=O)n1-n1cccc1	-0.1	3	-10	1	4	8	8	1	-18	-6
O=C(COC(=O)C1CC2C=CC1C2)Nc1ccccc1 (stereo unspecified)	0.4	2	0	2	-4	0	3	0	-2	-1
O=C(C[C@@H]1C/C=C\CCCC(=O)OC[C@@H]2CCCN2C1=O)NCCO	-0.5	-3	-2	-2	-15	-3	-1	2	0	0
C=CCn1c(SCC(=O)N2CCN(C(=O)OCC)CC2)nc2c([nH]c3ccccc32)c1=O	-0.2	2	2	1	15	-3	-2	-3	3	-4
CCN1C(=O)[C@@H]2[C@@H](c3ccc(-c4ccc(C(C)=O)cc4)c(OC)c3)N3CCC[C@@]3(C(=O)OC)[C@@H]2C1=O	-0.5	-4	7	0	11	-5	-77	-115	-7	2

Single records (already shown). Order of values: KLK7 zymogen act | sPLA2-III inh | DDE Tn7 FP inh | UHRF1 binding | ASAP1 GAP inh | Rev-erbA mod | PLC-gamma1 inh | PLCb3 inh | ARFGAP1 inhibitor | DDE Tn6 FP inh
CCN1C(=O)[C@@H]2[C@@H](c3ccc(-c4ccc(C(C)=O)cc4)c(OC)c3)N3CCC[C@@]3(C(=O)OC)[C@@H]2C1=O is listed as -0.5 | -4 | 7 | 0 | 11 | -5 | -77 | -115 | -7 | 2
COc1ccc(/C=C2\N=C(c3ccccc3)N(c3ccc(C(=O)O)cc3)C2=O)cc1OC is listed as -0.5 | 6 | 0 | 0 | 7 | -1 | -14 | -27 | 9 | -10
Cc1nc2sc(-c3ccccc3)cc2c(=O)n1-n1cccc1 is listed as -0.1 | 3 | -10 | 1 | 4 | 8 | 8 | 1 | -18 | -6
O=C1CC(=C(c2ccccc2)c2ccccc2)C(=O)N1CCCCN1CCN(c2ccccc2)CC1 is listed as 0.0 | -20 | -3 | 6 | 8 | -3 | 4 | 3 | -3 | 2

Following part:
SMILES	KLK7 zymogen act	sPLA2-III inh	DDE Tn7 FP inh	UHRF1 binding	ASAP1 GAP inh	Rev-erbA mod	PLC-gamma1 inh	PLCb3 inh	ARFGAP1 inhibitor	DDE Tn6 FP inh
Cc1ccc(NC(=O)c2cn(-c3cccc(C)n3)cn2)cc1	0.3	-1	7	-2	-22	0	-2	1	1	0
O=C(NC(NC(=S)Nc1cccc(C(=O)O)c1)C(Cl)(Cl)Cl)OCc1ccccc1 (stereo unspecified)	0.3	-5	1	-2	2	5	0	2	4	4
COc1ccc(OC[C@@H](O)CN2CCC(C(O)(c3ccccc3)c3ccccc3)CC2)cc1	0.0	-20	2	-3	.	-7	6	9	.	-2
O=C(Nc1ccccc1)N1CCc2scc[n+]2-c2ccccc21	-0.7	0	-3	4	-4	9	2	3	-5	4
CCc1ccc(S(=O)(=O)Nc2ccc(O)c3ccccc23)cc1	-2.9	-2	7	-2	22	7	-24	-47	-9	7
O=C(Nc1ccc(NC(=O)C2CC2)nc1)c1cccc(F)c1	0.2	2	3	4	-13	6	-4	-3	-1	-11
O=C(O)C1CC=CCC1C(=O)NNc1c(Cl)cc(Cl)cc1Cl (stereo unspecified)	-0.7	2	0	2	1	2	4	5	-4	6
Cc1ccc(F)cc1NC(=O)CCc1c(C)[nH]c(=O)c(C#N)c1C	0.0	1	-2	0	-10	0	-2	-7	2	2
CCN(Cc1nc2ccccc2c(=O)[nH]1)C(=O)c1cc(C2CC2)nn1-c1ccccc1	0.7	-6	-8	1	-3	6	0	-8	-12	5
CCn1c(SCC(=O)N2CCCCC2)nc2c(c1=O)SC(C)C2 (stereo unspecified)	0.1	-5	-4	-2	5	3	0	7	6	-7
Cc1cc2c(SCC(=O)NCC3CCCO3)ncnc2s1 (stereo unspecified)	0.2	1	5	2	3	-2	1	-4	-11	3
COc1ccc(N2CCN(C(=O)CSc3nnc(-c4cccnc4)n3-c3ccc(F)cc3)CC2)cc1	0.0	5	0	3	0	0	1	1	22	8
CC1(c2ccccc2Cl)NC(=O)N(CC(=O)NCc2ccco2)C1=O (stereo unspecified)	0.2	7	2	1	-1	3	1	1	1	6
CCOC(=O)C1=C(C)NC(C)=C(C(=O)OCC)C1c1ccncc1	2.3	8	-3	1	-5	-9	-168	-222	7	-4
CCN(Cc1ccccc1)C(=O)c1cccc(S(=O)(=O)N2CCN(c3ccccc3)CC2)c1	0.1	-6	1	1	-7	-7	-2	-3	-6	-4
CCOC(=O)N1CCN(C(=O)Cn2ccc3c(OC)cccc3c2=O)CC1	0.1	-5	6	0	-4	-1	0	0	8	1
Cc1ccc(CC(=O)N2CCN(c3ccccc3F)CC2)cc1	0.1	-3	-2	-1	1	-1	3	1	2	0
CCOc1ccc2nc(COC(=O)c3ccco3)c(C(C)=O)[n+]([O-])c2c1	3.4	4	6	-2	6	2	-61	-74	6	7
Cc1cc(C)nc(/N=C2\NC(=O)CC(C(=O)O)N2c2ccc(Cl)cc2)n1 (stereo unspecified)	0.4	4	-3	1	-10	-3	1	4	-8	2
NS(=O)(=O)c1ccc(NC(=S)Nc2ccc(C(=O)N3CCCCC3)cc2)cc1	-0.2	16	0	4	-3	-5	3	-2	-6	-1
CCc1nc2c(OCc3ccc(F)cc3)cccn2c1N(C)C(=O)CC(C)C	0.2	8	4	0	15	2	0	-5	3	-1
COc1cc(C#Cc2c(-c3cncn3C)n(C)c3ccc(Br)cc23)cc(OC)c1	-6.6	3	1	-6	14	10	-22	-35	15	-2
COC(=O)N/N=C\c1c(C)[nH]n(-c2ccccc2)c1=O	-0.7	3	-2	-11	0	6	2	2	0	-4
Cc1cc(C)c(C#N)c(SCC(O)COc2ccc(Br)cc2)n1 (stereo unspecified)	-0.5	-9	0	2	1	-6	-1	-8	10	-8
CCCNC(=O)c1cc(-c2ccc3c(c2)OCO3)on1	-0.8	-5	-2	2	-6	1	6	-8	-5	-7
COC(=O)c1ccc(COc2ccccc2/C=C(\C#N)C(=O)Nc2c(C)cccc2C)cc1	0.2	2	-2	-2	2	-2	0	-1	-7	0
CCOc1ccc(NC(=S)Nc2cc(-c3ccccc3)[nH]n2)cc1	0.9	-4	-3	4	14	-6	-3	1	-4	-7
CCC1(c2ccc(Cl)cc2)NC(=O)N(Cc2ccc(C(=O)OC)cc2)C1=O (stereo unspecified)	0.2	-15	7	2	3	-3	-2	0	-4	6
CC(C)Oc1cccc(C(=O)C2CCCN(C(=O)c3csnn3)C2)c1 (stereo unspecified)	0.5	2	2	-4	-4	-6	2	-31	4	5
CCn1c(=O)n(CC(=O)NCC2CCCO2)c(=O)c2c3c(sc21)CCCC3 (stereo unspecified)	0.8	-4	2	-3	10	4	3	-4	-13	1
COc1ccc(OC)c(NC(=O)CSc2nnc(N)s2)c1	0.1	1	6	-3	3	-1	3	-1	-4	-1
CCCc1c(C)nn(C(=O)/C(C#N)=N/Nc2ccccc2[N+](=O)[O-])c1C	-0.1	1	4	-10	-10	1	1	3	0	-1
O=C(COC(=O)C1CCN(c2ccc(C(F)(F)F)cn2)CC1)NC1CCCCC1	0.2	2	4	-1	9	1	4	-10	-6	1
c1ccc(C2Nc3ccccc3-c3nc4ccccc4n32)nc1 (stereo unspecified)	36*	2	-2	1	6	3	-479	i	7	-6
CC(C)(C)OC(=O)NNC(=O)c1ccc(Cl)cc1	-0.1	1	2	2	-4	-3	1	0	-7	1
O=C(c1cc2ccccc2c(=O)o1)N1CCCc2ccccc21	0.2	-6	-2	-2	10	-1	3	1	12	0
CCOc1ccc(N(CC(=O)Nc2ccc(C)c(C)c2)S(=O)(=O)c2c(C)noc2C)cc1	0.1	-6	-3	1	2	4	5	3	9	-7
Cc1ccc(-c2nn(-c3ccc(F)cc3)cc2C(=O)N(C)CC(=O)Nc2ccc(N3CCOCC3)cc2)cc1	0.4	-2	1	5	14	-6	2	-5	6	-2
CN(C(=O)CSc1nc2cc(Cl)ccc2c(=O)n1Cc1ccco1)C1CCS(=O)(=O)C1 (stereo unspecified)	-0.3	6	-4	0	10	-6	4	-2	-4	-4
Cc1noc(C)c1C(=O)N1CCC2(CC1)Oc1ccc(F)cc1C(=O)C21CC(c2ccc(Cl)cc2)=NO1 (stereo unspecified)	0.6	-9	-2	1	4	-2	0	-2	4	-2
O=C(COC(=O)/C=C/c1ccc(F)cc1)Nc1ccccc1-c1ccccc1	-0.3	2	4	2	-13	1	2	-2	-4	2
CCCCCCCCNc1nc(Cl)nc(NCc2ccco2)n1	0.3	-2	1	5	-15	5	4	1	4	-3
CN1CCN(S(=O)(=O)c2cc(Cl)c(Cl)cc2Cl)CC1	0.3	-3	1	-1	-22	-2	-3	-1	8	5
Cc1nn(CC(=O)c2cccc(Cl)c2)c(C)c1[N+](=O)[O-]	0.2	-20	-2	2	-5	-4	-2	-6	2	0
Cc1ccccc1NC(=O)Cn1nnc(S(=O)(=O)c2ccc(C(C)(C)C)cc2)c1N	0.5	-1	-4	1	-5	16	2	0	-4	1
C[C@H](CO)N1C[C@H](C)[C@@H](CN(C)S(=O)(=O)c2ccc(F)cc2)Oc2ccc(NS(=O)(=O)c3ccccc3)cc2C1=O	0.4	-19	-3	3	-5	-1	-1	0	-9	-1
CCc1c(C)c(C#N)c2nc3ccccc3n2c1NCc1ccco1	3.1	-7	-2	2	-5	-1	-223	-314	4	3
CSc1ncccc1C(=O)OCC(=O)Nc1ccc(Cl)cn1	-0.6	7	8	-2	-8	-3	1	-9	-6	3
COc1ccc2oc(C(=O)Nc3ccccc3N3CCOCC3)c(C)c2c1	0.0	4	-3	-1	22	29*	-7	-16	11	-1

Assay outcomes (PubChem)
